CaV13 ICDI inh – Disruptors of the CACNA1D IQ motif to Ca2+-dependent inactivation inhibitor domain association, primary screening, Förster resonance energy transfer in intact living … | 340,000 compounds, 0.098% hits | HEK cells, CFP/YFP FRET ICDI-IQ, plate reader, 10 min; percent FRET-ratio fall versus neutral wells | inhibition, % at 12.3 µM;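 active means mean replicate inhibition of at least 30% and at least 1% of replicates passing that level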;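 further: 0% = median of the neutral control wells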
Shn3 inh set2 – reduction of Shn3 3'UTR firefly luciferase signal, primary screen, Schnurri-3 inhibitor project, cell-based, Clone20 osteoblasts, set 2. Clone20 osteoblast Shn3 3'UTR firefly luciferase, 24 h. inhibition, % at 12.5 µM. 360,000 compounds, 0.52% hits;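 active means mean inhibition of at least 75% with every replicate also reaching 75%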;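 further: 0% = median of neutral control wells and 100% = pilot-screen positive control compound; some compounds past the cut are filed as inactive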
MITF TRPM1 inh – inhibitors of MITF-dependent TRPM1 promoter reporter, primary screen, cell-based, SK-MEL-5, single point, luciferase. SK-MEL-5 TRPM1 promoter luciferase, 24 h. inhibition, % at 12.5 µM. 330,000 compounds, 0.83% hits;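 active means mean inhibition across replicates of 60% or more, whatever share of single replicates reaches that level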; further: values of inactives mirror those of a sister screen read the other way
PDI turbidity – inhibitors of human PDI, primary screen, biochemical, turbidity, single point, plate reader | Protein disulfide-isomerase (Homo sapiens), P07237 | inhibition, % at 10 µM | 350,000 compounds, 0.052% hits | PDI insulin aggregation turbidity, A650, 90 min;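 active means mean inhibition across replicates of 30% or more, whatever share of single replicates reach that level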;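 further: absorbance from insulin aggregation driven by PDI reduction with DTT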
HIF-2a inh – HIF-2a reporter inhibitors, primary screen, luminescence, 786-0 RCC cells | AID 624352, 2012 | 786-0 RCC cells HIF-2a reporter, luciferase luminescence, overnight | inhibition, % at 18.8 µM | 360,000 compounds, 0.72% hits;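 active means inhibition of the luminescence signal of 40% or more relative to plate controls, in a single-dose primary screen at 18.75 µM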
m5-HT2A agonist – mouse Htr2a agonists via beta-arrestin recruitment, primary screen, cell-based, luminescence; 5-hydroxytryptamine receptor 2A (Mus musculus), P35363; CHO-K1 mHTR2A beta-arrestin complementation; percent of 30 µM serotonin response; activation, % at 7.6 µM; 360,000 compounds, 0.66% hits; AID 624169, 2012;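 active means activation above a run cutoff, the mean activation of all tested compounds plus 3 SD, cut at about 14% in these data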;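 further: 0% = plate median of compound wells and 100% = 30 µM serotonin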
Target sequence (P35363 whole entry, looked up): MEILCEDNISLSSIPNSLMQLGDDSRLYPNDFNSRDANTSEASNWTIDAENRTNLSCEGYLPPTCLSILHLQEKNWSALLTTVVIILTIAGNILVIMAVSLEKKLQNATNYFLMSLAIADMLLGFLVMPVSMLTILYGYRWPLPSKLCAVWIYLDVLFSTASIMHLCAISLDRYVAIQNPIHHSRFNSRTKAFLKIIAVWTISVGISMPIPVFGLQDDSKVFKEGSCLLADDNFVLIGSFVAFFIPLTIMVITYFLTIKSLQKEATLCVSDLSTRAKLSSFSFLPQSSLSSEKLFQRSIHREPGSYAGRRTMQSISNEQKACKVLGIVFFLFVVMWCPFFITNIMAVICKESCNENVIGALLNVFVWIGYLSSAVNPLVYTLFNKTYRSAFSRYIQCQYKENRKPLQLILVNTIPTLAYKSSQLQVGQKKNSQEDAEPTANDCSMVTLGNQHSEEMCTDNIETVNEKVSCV
NR2E3 ag – inhibitors of NR2E3-RetCOR corepressor binding, primary screen, NR2E3 agonist project, biochemical, TR-FRET, GST-NR2E3, biotin-RetCOR; Photoreceptor-specific nuclear receptor (Homo sapiens), Q9Y5X4; 1536-well; inhibition of corepressor binding, % at 4.78 µM; 320,000 compounds, 0.12% hits;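 active means percent inhibition above the cutoff of mean plus 3 SD of all tested compounds, set per screening campaign, cut at about 20% in these data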;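 further: 0% = DMSO wells and 100% = biotin wells as full block of FRET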
Target sequence (Q9Y5X4 whole entry, looked up): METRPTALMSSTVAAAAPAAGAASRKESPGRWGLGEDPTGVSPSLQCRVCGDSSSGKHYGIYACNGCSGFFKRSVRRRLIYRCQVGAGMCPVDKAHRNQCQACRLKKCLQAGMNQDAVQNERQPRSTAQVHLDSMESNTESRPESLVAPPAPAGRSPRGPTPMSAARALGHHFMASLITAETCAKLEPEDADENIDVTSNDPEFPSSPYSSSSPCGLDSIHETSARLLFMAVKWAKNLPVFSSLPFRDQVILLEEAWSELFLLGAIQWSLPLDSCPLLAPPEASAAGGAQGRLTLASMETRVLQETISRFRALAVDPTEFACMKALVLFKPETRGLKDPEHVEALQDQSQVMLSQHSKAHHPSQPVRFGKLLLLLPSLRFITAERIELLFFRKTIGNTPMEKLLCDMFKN
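system = GST-tagged NR2E3 plus biotinylated RetCOR corepressor | input = 1.35 nM GST-NR2E3 | also added = 7 nM biotin-RetCOR | schedule = 5 h incubation at 4 °C | measured by = TR-FRET with europium anti-GST and streptavidin-D2, 340 nm excitation | read-out = percent loss of FRET ratio relative to control wells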
An asterisk follows results filed as active; x = no result given. These rows are one share of the data; count on the stated rates, not on these rows.

no.	canonical_smiles	m5-HT2A agonist	CaV13 ICDI inh	PDI turbidity	HIF-2a inh
1	COc1ccc(C(C(=O)Nc2c(C)cccc2C)N2CCN(C)CC2)cc1 (centres undefined)	11.7	x	x	7.6
2	CCc1c(-c2ccccc2F)ncn1Cc1cccc(-c2ccccc2)c1	-7.1	x	x	-14.7
3	CSc1ccc(-c2sc(Nc3ccccc3)n[n+]2-c2ccc(F)cc2)cc1	x	x	-0.8	x
4	Cc1cnc(-c2nc3ccccc3n2C(C(=O)Nc2c(C)cccc2C)C2CC2)cn1 (centres undefined)	3.7	-7.1	x	6.1
5	CC1(C(=O)Nc2ccc3c(c2)OCCO3)CN(S(C)(=O)=O)CC(=O)N1Cc1cccs1 (centres undefined)	10.3	-6.8	x	2.7
6	CC1(C(=O)Nc2ccc3c(c2)OCCO3)CN(S(C)(=O)=O)CC(=O)N1CCc1ccccc1F (centres undefined)	1.9	-8.5	x	-9.6
7	O=C(NC1CCCCC1)C(c1ccnc2ccccc12)n1c(=O)c(-c2cc3ccccc3[nH]2)nc2ccccc21 (centres undefined)	-3.1	-18.7	x	-27.7
8	COC(=O)C[C@@H]1C=C[C@@H](NS(=O)(=O)c2cccc(OC)c2)[C@@H](CO)O1	2.2	-5.5	x	3.4
9	Cn1cnc(S(=O)(=O)N2C[C@@H](O)COC[C@@H]3O[C@H](CC(=O)NC4CCC4)CC[C@H]32)c1	0.8	-7.3	x	6.6
10	O=C(NC1CCCCC1)C(c1ccccc1)n1c(=O)c(-c2ccco2)nc2ccccc21 (centres undefined)	0.4	-5.8	x	19.1
11	CSCCC(C(=O)Nc1c(C)cccc1C)n1c(-c2cc(C)cs2)nc2ccccc21 (centres undefined)	-2.4	-11.8	x	-11.4
12	Cc1cc2c(cc1C)-n1nnnc1C(N(Cc1ccccc1)Cc1ccccc1)C(=O)N2 (centres undefined)	3.3	-15.7	x	4.7

no.	MITF TRPM1 inh	NR2E3 ag	Shn3 inh set2
1	x	x	x
2	x	x	x
3	-22.9	-1.6	-16.8
4	x	x	x
5	x	x	x
6	x	x	x
7	x	x	x
8	x	x	x
9	x	x	x
10	x	x	x
11	x	x	x
12	x	x	x

(listing goes on)
no.	canonical_smiles	m5-HT2A agonist	CaV13 ICDI inh	PDI turbidity	HIF-2a inh
13	COc1cccc(OC)c1C(=O)NCCNc1nc2cc(C)cc(C)c2cc1C#N	1.9	-11.4	x	-2.5
14	CO[C@H]1CN(C)C(=O)c2ccc(NS(=O)(=O)c3ccccc3F)cc2OC[C@H](C)NC[C@@H]1C	3.5	-5.4	x	8.6
15	C=CCC(NC(=O)N(C)C)(C(C)=O)C(=O)OC (centres undefined)	-0.4	-16.7	x	9.3
16	CCCCCCCCN1C(=O)[C@H](CC(=O)NCc2ccc(C)o2)C[C@@]2(C(=O)OCC)CCC=C12	-4.4	-2.2	x	5.6
17	CC(C)(C)NC(=O)C(c1ccncc1)n1c(=O)c(-c2cc3ccccc3[nH]2)nc2ccccc21 (centres undefined)	2.0	0.2	x	-85.5
18	Cc1cccc(C)c1NC(=O)C(c1ccnc2ccccc12)n1c(=O)c(-c2ccccc2)nc2ccccc21 (centres undefined)	0.9	-5.2	x	-62.2
19	Nc1sc2c(c1C(=O)NCCc1ccccc1)CCCC2	-0.9	-8.2	x	-179.0
20	O=C(NCC[C@@H]1CC[C@@H](NS(=O)(=O)c2ccccc2)[C@@H](CO)O1)c1cc(Cl)cc(Cl)c1	3.3	-4.8	x	8.8
21	CC1(C(=O)Nc2ccc3c(c2)OCCO3)CN(S(C)(=O)=O)CC(=O)N1CCc1ccccc1 (centres undefined)	1.1	-5.8	x	3.2
22	COC(=O)[C@@]12C[C@@H](CC(=O)N3CCSCC3)C(=O)N(CCc3ccc(OC)c(OC)c3)C1=CCC(C)(C)C2	5.2	-8.3	x	7.1
23	COc1ccc(C2=Nc3ccccc3N(C(=O)Cc3cc(OC)cc(OC)c3)C2C(=O)NC(C)C)cc1 (centres undefined)	4.6	-10.1	x	-198.8
24	O=C1c2c(-c3ccc(Br)cc3)noc2CCN1Cc1cn(-c2ccc(Cl)cc2)nn1	2.1	-10.8	x	-11.1

no.	MITF TRPM1 inh	NR2E3 ag	Shn3 inh set2
13	x	x	x
14	x	x	x
15	x	x	x
16	x	x	x
17	x	x	x
18	x	x	x
19	x	x	x
20	x	x	x
21	x	x	x
22	x	x	x
23	x	x	x
24	x	x	x

New compounds follow
no.	canonical_smiles	m5-HT2A agonist	CaV13 ICDI inh	PDI turbidity	HIF-2a inh
25	O=C(NCc1cccs1)C1C(=O)Nc2ccccc2C(=O)N1Cc1ccccc1 (centres undefined)	-3.9	-14.8	x	12.4
26	Cc1cccc(C)c1NC(=O)C(c1ccccc1F)n1c(=O)c(-c2ccccc2)nc2ccccc21 (centres undefined)	1.4	-4.3	x	7.8
27	CCOC(=O)[C@]12CCCC=C1N(Cc1ccccc1)C(=O)[C@H](CC(=O)N1CCCCCC1)C2	-2.2	-11.1	x	-0.5
28	Cc1ccc(S(=O)(=O)N2[C@H](CC(=O)c3cccs3)OC[C@@H]2C(C)C)cc1	-3.3	-10.2	x	-14.4
29	O=C(C[C@@H]1CC[C@H](NS(=O)(=O)c2ccccc2F)[C@@H](CO)O1)NCCCN1CCOCC1	-2.5	-6.7	x	5.3
30	CC(C)c1cc(C(=O)NCc2ccc(F)cc2)c(N)s1	-1.8	-15.3	x	-18.9
31	COc1ccc(OC)c(CN2C(=O)CN(S(C)(=O)=O)CC2(C)C(=O)Nc2c(C)cccc2C)c1 (centres undefined)	2.3	-6.2	x	3.0
32	Cc1cccc(C)c1NC(=O)C(C1CC1)n1c(=O)c(-c2ccccc2)nc2ccccc21 (centres undefined)	-0.5	-7.9	x	11.5
33	Cc1ccc(N2CCN(C3C(=O)Nc4ccccc4-n4nnnc43)CC2)cc1 (centres undefined)	-1.9	-6.3	x	12.7
34	CCCCNC(=O)C(NC(=O)c1cnc(C)cn1)C(=O)c1ccccc1 (centres undefined)	5.7	-4.9	x	12.2
35	O=C(C[C@H]1C=C[C@@H](NC(=O)c2ccncc2)[C@@H](CO)O1)NCC1CC1	8.0	-6.5	x	5.9
36	COc1ccc(NC(=O)C(c2ccc(C(F)(F)F)cc2)n2c(=O)c(-c3ccco3)nc3ccccc32)cc1 (centres undefined)	-3.0	-4.8	x	-13.5

no.	MITF TRPM1 inh	NR2E3 ag	Shn3 inh set2
25	x	x	x
26	x	x	x
27	x	x	x
28	x	x	x
29	x	x	x
30	x	x	x
31	x	x	x
32	x	x	x
33	x	x	x
34	x	x	x
35	x	x	x
36	x	x	x

One compound at a time (already shown):
CCOC(=O)[C@]12CCCC=C1N(Cc1ccccc1)C(=O)[C@H](CC(=O)N1CCCCCC1)C2 across the screens: m5-HT2A agonist: -2.2; CaV13 ICDI inh: -11.1; PDI turbidity: x; HIF-2a inh: -0.5; MITF TRPM1 inh: x; NR2E3 ag: x; Shn3 inh set2: x
CC1(C(=O)Nc2ccc3c(c2)OCCO3)CN(S(C)(=O)=O)CC(=O)N1Cc1cccs1 (centres undefined) across the screens: m5-HT2A agonist: 10.3; CaV13 ICDI inh: -6.8; PDI turbidity: x; HIF-2a inh: 2.7; MITF TRPM1 inh: x; NR2E3 ag: x; Shn3 inh set2: x

The list goes on.
no.	canonical_smiles	m5-HT2A agonist	CaV13 ICDI inh	PDI turbidity	HIF-2a inh
37	O=C(NCC[C@H]1CC[C@H](NS(=O)(=O)c2ccc(F)cc2)[C@@H](CO)O1)c1ccc2c(c1)OCO2	-5.8	-4.1	x	1.7
38	COC(=O)[C@]12CCCCC=C1N(Cc1ccc3c(c1)OCO3)C(=O)[C@H](CC(=O)N1CCSCC1)C2	4.8	-6.9	x	11.2
39	COC(=O)C1=CN(c2cccc(OCc3ccccc3)c2)C(N)=C(C#N)C1c1ccccc1 (centres undefined)	-0.2	-10.3	x	5.2
40	COC(=O)C[C@@H]1CC[C@H](NC(=O)c2cnccn2)[C@@H](CO)O1	1.7	-7.4	x	5.8
41	O=C(C[C@@H]1CC[C@H](NC(=O)Nc2ccc(F)cc2)[C@@H](CO)O1)NCc1cccc(F)c1	-6.6	-4.3	x	1.5
42	COc1ccc(NC(=O)C(C2CC2)n2c(=O)c(-c3cc4ccccc4[nH]3)nc3ccccc32)cc1 (centres undefined)	6.7	-33.1	x	-14.7
43	O=C1c2c(-c3ccc(Br)cc3)noc2CCN1Cc1cn(-c2ccccc2)nn1	-2.3	-7.4	x	-1.5
44	COC(=O)C[C@@H]1C=C[C@@H](NS(=O)(=O)c2ccc(OC)cc2)[C@@H](CO)O1	0.5	-6.6	x	11.3
45	CC(C)(C)NC(=O)C(c1ccc(C#N)cc1)n1c(=O)c(-c2ccco2)nc2ccccc21 (centres undefined)	-1.1	-5.9	x	-0.8
46	COc1cccc(C(=O)Nc2ccc3c(c2)OC[C@H](C)N(C(=O)C2CCCC2)C[C@@H](C)[C@@H](OC)CN(C)C3=O)c1	-0.9	-15.6	x	3.1
47	Nc1ccc(CNC(=O)c2cc3cc(Cl)ccc3nc2N)cc1	2.9	-14.9	x	-12.6
48	Cc1cccc(C)c1NC(=O)C(c1ccccc1)n1c(=O)c(-c2ccccc2)nc2ccccc21 (centres undefined)	-5.4	-10.6	x	3.6

no.	MITF TRPM1 inh	NR2E3 ag	Shn3 inh set2
37	x	x	x
38	x	x	x
39	x	x	x
40	x	x	x
41	x	x	x
42	x	x	x
43	x	x	x
44	x	x	x
45	x	x	x
46	x	x	x
47	x	x	x
48	x	x	x

Further records follow:
no.	canonical_smiles	m5-HT2A agonist	CaV13 ICDI inh	PDI turbidity	HIF-2a inh
49	COC(=O)C[C@@H]1CC[C@H](NC(=O)Nc2cccc(F)c2)[C@@H](CO)O1	2.2	-7.1	x	0.7
50	CC(C)(C)NC(=O)C(C1CC1)n1c(=O)c(-c2cc3ccccc3[nH]2)nc2ccccc21 (centres undefined)	4.2	-18.1	x	9.7
51	CCCCCCCCN1C(=O)[C@H](CC(=O)NCCCOC)C[C@@]2(C(=O)OC)CC(C)(C)CC=C12	-5.9	-5.9	x	5.6
52	Cc1cccc(C)c1NC(=O)C1(C)CN(S(C)(=O)=O)CC(=O)N1Cc1ccc2c(c1)OCO2 (centres undefined)	2.2	-5.7	x	-12.9
53	COc1ccc(NC(=O)c2cc(-c3sc(NC(=O)c4ccccc4)nc3C)n(Cc3ccccc3)n2)cc1	-0.9	-9.5	x	10.5
54	Cc1cccc(C)c1NC(=O)C1(C)CSCC(=O)N1CCc1ccccc1F (centres undefined)	-2.0	-6.4	x	6.3
55	Cc1cccc(C)c1NC(=O)C(c1ccccc1F)n1c(=O)c(-c2ccco2)nc2ccccc21 (centres undefined)	1.4	-9.2	x	17.7
56	CSCCC(C(=O)Nc1c(C)cccc1C)n1c(-c2ccc(-c3ccccc3)cc2)nc2ccccc21 (centres undefined)	-5.1	-8.8	x	-37.6
57	COC(=O)C[C@@H]1CC[C@H](NC(=O)Nc2ccc(OC)cc2)[C@@H](CO)O1	1.9	-4.1	x	-8.7
58	O=C(C[C@H]1CC[C@@H]2[C@H](COC[C@H](O)CN2C(=O)c2cnccn2)O1)NCc1ccc(Cl)cc1	-5.6	-6.1	x	10.1
59	Cc1ccccc1CN1C(=O)CN(S(C)(=O)=O)CC1(C)C(=O)Nc1c(C)cccc1C (centres undefined)	-1.5	-8.7	x	11.6

no.	MITF TRPM1 inh	NR2E3 ag	Shn3 inh set2
49	x	x	x
50	x	x	x
51	x	x	x
52	x	x	x
53	x	x	x
54	x	x	x
55	x	x	x
56	x	x	x
57	x	x	x
58	x	x	x
59	x	x	x

Source: PubChem (several laboratories)
